# HSP90 refold inh – HSP90 inhibitors, primary screen, cell lysate, luminescence; Rabbit reticulocyte lysate, luciferase refolding luminescence, 3 h; hit rate 0.91% among 290,000; inhibition, % at 5.6 µM; Heat shock protein HSP 90 (rabbit reticulocyte lysate; luciferase refolding);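 active = inhibition above the screen-wide mean plus 3 SD, computed separately per campaign, cut at about 16% in these data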;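 note: 0% = DMSO wells and 100% = 60 µM geldanamycin wells; inhibitors lower the luminescence because luciferase stays unfolded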
# Platelet DG rel – inhibitors of platelet dense granule secretion, primary screen, cell-based, MLPCN, human platelets; human platelet-rich plasma, SFLLRN dense granule ATP release, luminescence; inhibition, %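 (compounds screened at 7.5 µM in platelet-rich plasma)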; hit rate 0.22% among 300,000; AID 1663, 2009;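 active = mean replicate score, as percent of positive control, at or above 50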
# HSF1 activator – HSF-1 activators, primary screen, NIH3T3-HGL cells, MG132 stress, luminescence, single point; NIH3T3-HGL HSF-1 luciferase reporter, 8 h; 100% = twice DMSO control signal; activation, % at 9 µM; hit rate 1.7% among 300,000; AID 504408, 2011;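 active = mean replicate activation of at least 50% with a set share of replicates each reaching 50%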;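 note: 0% = median of the neutral control wells and 100% = twice that signal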
# HSF1 inhib – HSF1 inhibitors in luciferase reporter cells, primary screen, cell-based, NIH3T3, luminescence | NIH3T3-HGL HSE-luciferase, MG132-induced, luminescence 8 h; stronger effect = lower value | activity change, negative = inhibition, % at 7.5 µM (by protocol) | hit rate 0.77% among 300,000;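 active = more than half of replicate wells show activity change below -50%, luminescence cut by over half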;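 note: luciferase reports HSF-1 transcriptional activity via heat shock element; 0% = median of DMSO wells and -100% = zero luminescence signal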
# aSyn UTR inh – MLPCN primary screen, SNCA 5' untranslated region; inhibition, % (tested at 7.5 µM); hit rate 0.82% among 300,000; alpha-synuclein 5'UTR reporter, inhibitor activity; in the data active = inhibition above about 60%;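 note: H4 neuroglioblastoma cells stably carrying SNCA 5'UTR luciferase fusion; 0% = DMSO wells and 100% = positive control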
# SKKanGAS inh – S. pyogenes SKKanGAS growth inhibitors in kanamycin, primary screen, streptokinase expression inhibitor project, SKKanGAS strain, BacTiter-Glo luminescence. 6 h. AID 1662, 2009. inhibition, % at 7.5 µM. hit rate 1.3% among 300,000;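 active = mean replicate score, as percent of positive control median, at least 50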;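 note: strain carries kanamycin resistance gene driven by streptokinase promoter and grows in 40 µg/ml kanamycin; loss of luminescence reflects streptokinase promoter inhibition or plain growth inhibition; 0% = median of DMSO wells and 100% = positive control at its reference dose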
# IEC-6 tox – cytotoxicity in IEC-6 intestinal epithelial cells, primary screen, cytotoxicity control for KLF5 inhibitor project, cell-based, luminescence | IEC-6 cytotoxicity, luminescence viability | inhibition, % at 5 µM | hit rate 0.78% among 290,000 | AID 1825, 2009; in the data active = inhibition above about 22%;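 note: 0% = plate median of test compound wells and 100% = cytotoxic reference compound wells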
# KLF5 inhibitor – KLF5 expression inhibitors, primary screen, DLD-1 cells, luminescence. AID 1700, 2009. hit rate 0.23% among 290,000. DLD-1 KLF5 promoter-luciferase reporter. inhibition, % at 5 µM;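 active = inhibition above a per-plate limit of that plate's mean compound inhibition plus 3 SD, cut at about 60% in these data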;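 note: 0% = DMSO wells and 100% = LY294002 at 200 µM; higher means less KLF5 promoter-driven luciferase light; inactives centre near -14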
# HIF activator – HIF pathway transcriptional activators, primary screen, cell-based, U2OS HRE-luciferase, luminescence; U2OS HRE-luciferase reporter; normalized: DMSO 0%, desferrioxamine 100%; AID 1910, 2009; hit rate 0.32% among 300,000; activation, % at 7.5 µM (by protocol);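 active = mean activation of at least 10% of the iron chelator positive control signal, with at least half of replicates also reaching 10%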
# AI-2 QS modul – Vibrio harveyi AI-2 quorum sensing modulators, primary screen, JMH597 strain, luminescence/OD600 ratio | AID 2094, 2009 | activity change, % at 7.5 µM | Vibrio harveyi JMH597 AI-2 luminescence/OD600 ratio, 9 h; stronger effect = lower value; strain lacks LuxN and CqsS sensors; 0 = neutral-control median | hit rate 0.4% among 300,000; in the data active = activity change below about -75%, passing the limit was not always enough;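 note: luminescence divided by OD600 gain over 9 h not by final OD600 alone; inactives centre near 13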
# * = called active by the depositor; / = not tested or not shown.
entry	SMILES	HSP90 refold inh	Platelet DG rel	HSF1 activator	HSF1 inhib	aSyn UTR inh
1	CCOC(=O)c1cnc(SC)nc1Oc1cccc(NS(=O)(=O)c2ccc(Cl)cc2)c1	3	4	-2	-7	-24
2	CCC(=O)C1CCCN(C(=O)c2ccc(OC3CCN(C(=O)c4cccnc4)CC3)cc2)C1 (configuration not stated)	1	3	-7	-4	38
3	S=C1N(c2ccccc2)CN(CCN2CCOCC2)CN1c1ccccc1	0	9	34	2	8
4	CCc1ccc(NC(=O)C2CCCN(S(=O)(=O)c3c(C)[nH]c(=O)[nH]c3=O)C2)cc1 (configuration not stated)	0	-2	-6	2	17
5	CC(C)C[C@@H](CO)N1CCN(Cc2cccnc2)CCC1=O	-3	6	8	-3	-7
6	CCOC(=O)c1[nH]cnc1C(=O)Nc1ccccc1	-4	-7	1	2	-15
7	COC(=O)C1=C(C)N(CCc2ccccc2)C(=O)C1(NS(=O)(=O)c1ccc(NC(C)=O)cc1)C(F)(F)F (configuration not stated)	0	11	6	3	11
8	CCc1cc(=O)oc2c3c(cc(OCC(=O)NCCCC(=O)O)c12)OC(C)(C)CC3	2	-1	-19	-4	10
9	O=C(Cc1ccccc1)N(c1ccc(F)cc1)C1C=CS(=O)(=O)C1 (configuration not stated)	-5	3	6	-3	11
10	CC1CCN(c2c(NCc3ccc(C(=O)NCc4ccccc4)cc3)c(=O)c2=O)CC1	1	5	-77	-69*	14
11	CCCC1C(C#N)=C(N)Oc2cc(C)n(C)c(=O)c21 (configuration not stated)	2	-1	2	4	11
12	COc1ccc(CCNC(=O)c2cc(S(=O)(=O)N3CCCCC3)c[nH]2)cc1OC	-3	7	13	-7	-2

entry	SKKanGAS inh	IEC-6 tox	KLF5 inhibitor	HIF activator	AI-2 QS modul
1	-9	0	13	1.2	4
2	-7	5	-14	0.1	12
3	4	0	-29	0.0	10
4	-5	-4	-5	-0.1	469
5	4	0	-37	-0.1	8
6	-7	-4	-6	0.3	17
7	0	-3	-57	-0.6	13
8	5	2	-23	2.4	-18
9	-1	-5	-6	-0.7	20
10	2	6	-4	0.3	35
11	-6	6	-3	-0.1	18
12	-7	-6	-4	-0.2	16

# Of the compounds above, three have a halogen.
entry	SMILES	HSP90 refold inh	Platelet DG rel	HSF1 activator	HSF1 inhib	aSyn UTR inh
1	CCOC(=O)c1cnc(SC)nc1Oc1cccc(NS(=O)(=O)c2ccc(Cl)cc2)c1	3	4	-2	-7	-24
7	COC(=O)C1=C(C)N(CCc2ccccc2)C(=O)C1(NS(=O)(=O)c1ccc(NC(C)=O)cc1)C(F)(F)F (configuration not stated)	0	11	6	3	11
9	O=C(Cc1ccccc1)N(c1ccc(F)cc1)C1C=CS(=O)(=O)C1 (configuration not stated)	-5	3	6	-3	11

entry	SKKanGAS inh	IEC-6 tox	KLF5 inhibitor	HIF activator	AI-2 QS modul
1	-9	0	13	1.2	4
7	0	-3	-57	-0.6	13
9	-1	-5	-6	-0.7	20

# Following part
entry	SMILES	HSP90 refold inh	Platelet DG rel	HSF1 activator	HSF1 inhib	aSyn UTR inh
13	CCCCNS(=O)(=O)c1ccc(NS(=O)(=O)c2c(C)cc(C)cc2C)cc1	2	2	23	10	-2
14	Cc1nc2ccccc2c(=O)n1NC(=O)c1ccc(C(C)(C)C)cc1	-2	-2	0	-3	11
15	O=[N+]([O-])c1cccc(/C=C/c2ccccn2)c1	2	3	14	8	-141
16	CC(CCc1ccccc1)NC(=O)CN1CCN(Cc2ccccc2)C1=O (configuration not stated)	1	-9	5	-1	7
17	COCCCn1c(CCC(=O)O)ccc1-c1cccs1	3	6	34	8	17
18	Cc1cc(C)cc(C(=O)NCc2ccc3c(c2)OCO3)c1	6	-4	13	8	-4
19	COc1ccc(-c2noc(CNC(=O)c3ccoc3C)n2)cc1	-1	-4	5	2	-11
20	CCCCNC(=O)Oc1ccc(C(=O)N2c3ccccc3NC(=O)C2C)cc1 (configuration not stated)	-3	0	39	3	-2
21	Cc1nn(Cc2cccc(C(=O)Nn3cc([N+](=O)[O-])cn3)c2)c(C)c1[N+](=O)[O-]	1	0	-15	-9	11
22	Cc1cc(-c2ccc(S(=O)(=O)Nc3ccc(C#N)cc3)s2)on1	-1	11	-4	-3	-30
23	COc1ccc(CCNC(=O)CCNC(=O)N2CC(=O)Nc3ccccc32)cc1OC	0	6	-2	-6	21
24	N#C/C(=C\c1ccncc1)C(N)=O	-1	-1	-14	3	21

entry	SKKanGAS inh	IEC-6 tox	KLF5 inhibitor	HIF activator	AI-2 QS modul
13	11	3	-28	0.1	8
14	4	-2	-7	0.7	2
15	2	5	-50	1.3	11
16	-1	-6	-12	-0.2	9
17	0	-5	-20	0.2	22
18	-4	-2	0	-0.9	0
19	-1	0	-29	-0.6	12
20	-4	-6	3	-0.4	15
21	6	-8	-5	-0.1	11
22	16	4	4	/	20
23	3	-5	-13	0.2	2
24	6	-2	-4	0.0	12

# Continuation:
entry	SMILES	HSP90 refold inh	Platelet DG rel	HSF1 activator	HSF1 inhib	aSyn UTR inh
25	O=c1c(-c2ccccc2)c(O)c2cccc3c2n1CCC3	-1	-5	-9	-7	15
26	CC(=O)Nc1ccc(-c2nnn(CC(=O)Nc3ccc4c(c3)OCO4)n2)cc1Cl	-1	-11	-67	-59*	11
27	N#Cc1c(N)c(C#N)c(-c2ccc3c(c2)OCO3)c2c1CCCC2	/	-8	-17	2	30
28	COc1cc(/C=C2/SC(=S)N(CC(=O)NC(C)(C)C)C2=O)cc(OC)c1OC	0	5	1	1	5
29	COc1ccc(C(=O)C[n+]2ccc3c(c2)nc(-c2cc(OC)c(OC)cc2OC)n3C)cc1	2	-12	-3	-6	-9
30	CC(=O)c1cccc(N2C(=NC(=O)CCc3ccccc3)SC3CS(=O)(=O)CC32)c1 (configuration not stated)	-2	-7	-16	-3	1
31	COc1ccc(CC(=O)NNC(=O)CCC(=O)Nc2cc(C)ccc2C)cc1	5	3	1	-2	-2
32	CCOc1ccccc1NC(=O)NS(=O)(=O)c1ccc(C)cc1	0	0	5	0	-26
33	COc1ccc(NC(=S)Nc2ccc(N)c([N+](=O)[O-])c2)cc1	1	0	9	3	-145
34	CCc1nn2c(=O)cc(COc3ccc(NC(=O)c4ccco4)cc3)nc2s1	2	-3	35	13	-10
35	CN(Cc1ccsc1)C(=O)CCc1nnc(CCCc2ccccc2)o1	-3	4	24	21	-119
36	O=C(/C=C/c1ccccc1)NC(NC(=S)Nc1cccc(Cl)c1)C(Cl)(Cl)Cl (configuration not stated)	-2	0	14	7	-4

entry	SKKanGAS inh	IEC-6 tox	KLF5 inhibitor	HIF activator	AI-2 QS modul
25	1	0	-1	-1.1	13
26	-3	-11	-13	-0.1	28
27	1	/	/	-0.5	23
28	24	-1	-22	-0.1	23
29	-5	-2	-24	-0.4	8
30	-5	0	4	0.0	24
31	-7	0	12	0.1	23
32	-2	7	3	0.0	23
33	2	-1	-16	3.8	7
34	12	4	7	0.1	-10
35	-8	-3	-92	1.2	5
36	101*	1	4	1.0	18

# Quoted at random: four compounds from above.
entry	SMILES	HSP90 refold inh	Platelet DG rel	HSF1 activator	HSF1 inhib	aSyn UTR inh
27	N#Cc1c(N)c(C#N)c(-c2ccc3c(c2)OCO3)c2c1CCCC2	/	-8	-17	2	30
26	CC(=O)Nc1ccc(-c2nnn(CC(=O)Nc3ccc4c(c3)OCO4)n2)cc1Cl	-1	-11	-67	-59*	11
28	COc1cc(/C=C2/SC(=S)N(CC(=O)NC(C)(C)C)C2=O)cc(OC)c1OC	0	5	1	1	5
35	CN(Cc1ccsc1)C(=O)CCc1nnc(CCCc2ccccc2)o1	-3	4	24	21	-119

entry	SKKanGAS inh	IEC-6 tox	KLF5 inhibitor	HIF activator	AI-2 QS modul
27	1	/	/	-0.5	23
26	-3	-11	-13	-0.1	28
28	24	-1	-22	-0.1	23
35	-8	-3	-92	1.2	5

# Additional records follow:
entry	SMILES	HSP90 refold inh	Platelet DG rel	HSF1 activator	HSF1 inhib	aSyn UTR inh
37	O=C(N/N=C/c1c[nH]c2ccccc12)c1ccncc1	-1	7	-1	-1	3
38	CCOc1ccc(NC2=NC(C)(C)N=C(N)N2)cc1	-3	2	3	3	0
39	Cc1onc(-c2ccccc2)c1C(=O)NCc1cccc(Cl)c1	0	2	-11	-3	7
40	O=C(COC(=O)c1cncc(Br)c1)Nc1nc(-c2ccc(F)cc2)cs1	1	-1	15	2	-40
41	Cc1nc(C)c(C(=O)NCc2ccccc2Cl)o1	0	-4	8	3	1
42	CCOc1cc(C(=S)N2CCC(O)CC2)ccc1OS(=O)(=O)c1ccc(Br)cc1	0	2	37	3	-42
43	CCOc1ccccc1N1CCN(Cc2cc3c(cc2[N+](=O)[O-])OCO3)CC1	-2	-2	-4	2	8
44	CC(=O)c1ccc(N2CCN(C(=O)C3CCN(S(=O)(=O)c4cccs4)CC3)CC2)cc1	2	14	8	4	20
45	O=C(COC(=O)c1c2c(nc3ccccc13)CCCC2)c1ccc(Br)s1	0	-10	37	11	-8
46	Clc1ccc(-c2nc(-c3ccccn3)no2)cc1Cl	-4	3	29	8	34
47	Nc1cc2c(cc1[N+](=O)[O-])OCCO2	-7	1	-4	-3	10
48	CC(C)CN1C(=O)CC(Sc2ccccc2C(=O)O)C1=O (configuration not stated)	5	2	-4	1	-6

entry	SKKanGAS inh	IEC-6 tox	KLF5 inhibitor	HIF activator	AI-2 QS modul
37	0	3	-12	0.1	-1
38	-1	-2	-9	-0.4	7
39	-9	-2	23	1.2	34
40	1	2	-7	0.9	15
41	-9	0	-22	0.0	2
42	-7	-2	-89	0.2	13
43	16	-2	-12	-0.4	9
44	14	2	9	0.0	8
45	6	2	-34	1.0	-2
46	-7	2	-88	0.3	28
47	0	-4	-28	0.1	10
48	-1	5	-15	-0.3	8

# The results go on.
entry	SMILES	HSP90 refold inh	Platelet DG rel	HSF1 activator	HSF1 inhib	aSyn UTR inh
49	O=C(c1cccs1)N1CCN(Cc2ccc3c(c2)OCO3)CC1	-3	-7	-15	-15	-14
50	CC(C)CN(C(=O)C1CCCC1)C1CCS(=O)(=O)C1 (configuration not stated)	/	-5	8	2	-13
51	CCc1nnc(NC(=O)C2=NN(C3CCS(=O)(=O)C3)C(=O)CC2)s1 (configuration not stated)	1	16	-7	-1	7
52	CCN(CC)Cc1c(O)ccc2c1O/C(=C\C=C\c1ccccc1)C2=O	2	1	116*	82	-438
53	CC(C(=O)Nc1ccc(O)cc1)c1cccc(C(=O)c2ccccc2)c1 (configuration not stated)	-2	-7	0	-2	11
54	CCN(CC)S(=O)(=O)c1cc(Br)ccc1OC	1	-5	0	-6	32
55	COC(=O)/C(C#N)=C(/Nc1ccc(F)c(Cl)c1)C(F)(F)F	1	3	-5	-10	14

entry	SKKanGAS inh	IEC-6 tox	KLF5 inhibitor	HIF activator	AI-2 QS modul
49	2	0	-15	0.1	13
50	-3	/	/	2.5	11
51	1	0	-14	-0.1	-9
52	-7	3	-37	-2.6	-9
53	-7	-3	-8	-0.6	24
54	-1	3	-3	0.5	4
55	-1	8	12	0.4	1

# Screening data: PubChem BioAssay, several laboratories
